Screening results (PubChem)
PfHsp40 yeast = rescue of PfHsp40-mediated yeast toxicity; S. cerevisiae expressing PfHsp40, growth rescue, ATP luminescence; growth rescue, % at 12.5 µM; 0.68% of 340,000 active; in the data active means growth rescue above about 28%, passing the limit was not always enough; inconclusive means no clear call, values can overlap the other calls;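 further: yeast W303a lacking pdr1 and pdr3 grown in galactose medium; growth measured after three days at 30 °C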
BoNT-A LC inh2 = BoNT A light chain protease inhibition; multiplex microsphere protease substrate cleavage, flow cytometry; inhibition, % at 10 µM; 0.17% of 360,000 active; AID 588499; further: plate controls were buffer without enzyme for full effect and enzyme alone for no effect
FadD28 binding = inhibitors of Mycobacterium tuberculosis FadD28 bisubstrate binding. FadD28 bisubstrate probe binding, fluorescence polarization. inhibition, % at 12.5 µM. 0.22% of 360,000 active; in the data active means inhibition above about 8.5%, passing the limit was not always enough; inconclusive means no clear call, values can overlap the other calls
Anthrax LF inh2 = anthrax lethal factor protease inhibition; 0.12% of 360,000 active; P15917; multiplex microsphere protease cleavage assay, LF; AID 588501; inhibition, % at 10 µM; further: plate controls were buffer without enzyme for full effect and enzyme alone for no effect
Target sequence (P15917 whole entry, looked up): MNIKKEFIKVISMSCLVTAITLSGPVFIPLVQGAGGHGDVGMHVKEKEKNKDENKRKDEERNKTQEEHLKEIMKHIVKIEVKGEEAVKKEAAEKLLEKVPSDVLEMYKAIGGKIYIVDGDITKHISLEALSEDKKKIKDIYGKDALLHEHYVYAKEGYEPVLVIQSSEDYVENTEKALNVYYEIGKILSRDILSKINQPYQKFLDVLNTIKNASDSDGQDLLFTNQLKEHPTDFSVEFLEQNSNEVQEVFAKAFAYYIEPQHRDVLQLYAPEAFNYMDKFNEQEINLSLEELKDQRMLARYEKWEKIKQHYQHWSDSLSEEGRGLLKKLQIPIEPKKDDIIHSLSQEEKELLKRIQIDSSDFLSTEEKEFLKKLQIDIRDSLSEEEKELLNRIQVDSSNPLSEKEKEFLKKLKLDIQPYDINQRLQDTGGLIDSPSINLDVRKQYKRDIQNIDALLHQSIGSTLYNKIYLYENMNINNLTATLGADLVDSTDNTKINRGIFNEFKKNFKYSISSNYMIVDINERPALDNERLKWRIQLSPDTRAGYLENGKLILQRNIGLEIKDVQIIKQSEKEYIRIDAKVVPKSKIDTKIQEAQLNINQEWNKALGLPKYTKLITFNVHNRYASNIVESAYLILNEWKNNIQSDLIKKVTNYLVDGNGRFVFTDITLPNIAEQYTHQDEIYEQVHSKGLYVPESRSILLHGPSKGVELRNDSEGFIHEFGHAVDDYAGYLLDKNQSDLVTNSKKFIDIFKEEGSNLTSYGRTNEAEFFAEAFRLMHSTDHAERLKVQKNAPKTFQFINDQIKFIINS
BioA inh = blocks M. tuberculosis BioA enzyme activity; inhibition, % at 9.99 µM; purified M. tuberculosis BioA enzyme, plate reader; 0.096% of 360,000 active; in the data active means inhibition above about 40%; inconclusive means no clear call, values can overlap the other calls
GDH-TPI inh = GDH-TPI coupled enzyme inhibition counter-screen; 1.2% of 360,000 active; GDH-TPI coupled enzyme counterscreen, NADH absorbance; inhibition, % at 4.8 µM; in the data active means inhibition above about 30%;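 further: 0% = DMSO wells and 100% = wells lacking the enzyme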
BoNT F protease = blocks Botulinum neurotoxin F light chain protease. Multiplex microsphere protease cleavage assay, flow cytometry. AID 588497. 0.22% of 360,000 active. inhibition, % at 10 µM; in the data active means inhibition above about 35%, passing the limit was not always enough; inconclusive means no clear call, values can overlap the other calls; further: plate controls were buffer without enzyme for full effect and enzyme alone for no effect
FBA Mtb inh = Mtb fructose-bisphosphate aldolase inhibition. inhibition, % at 1 µM. purified M. tuberculosis FBA, fluorescence read-out. AID 588726. P9WQA3. 2.3% of 360,000 active; in the data active means inhibition above about 27%;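 further: 0% = vehicle and 100% = reference inhibitor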
UGM FP inh = inhibitors of M. tuberculosis UDP-galactopyranose mutase; inhibition, % at 10 µM; 0.06% of 320,000 active; purified UGM, fluorescence polarization probe displacement; P9WIQ1; in the data active means inhibition above about 10%, passing the limit was not always enough; inconclusive means no clear call, values can overlap the other calls
* marks the source's active call; other numbers are inactive results; ? = inconclusive; nt = not tested or not shown; + = active, no number. Unless noted, no stated cut-off is given here; in the data, active means inhibition above about 30%; inconclusive means no clear call, values can overlap the other calls; inactive means below that.

SMILES | PfHsp40 yeast | BoNT-A LC inh2 | FadD28 binding | Anthrax LF inh2 | BioA inh | GDH-TPI inh | BoNT F protease | FBA Mtb inh | UGM FP inh
COCCn1c(C)cc(C(=O)CSc2nnc(-c3cccnc3)n2-c2ccccc2F)c1C | -1.1 | 0.6 | -2.2 | -6 | 1.4 | -5 | 5 | 0 | 0.7
COc1ccccc1Cn1c(C)c(C(=O)NCc2ccco2)sc1=O | nt | -0.6 | -2.1 | 0 | -0.2 | 3 | -3 | 0 | nt
Cc1c(CC(=O)N2C[C@H]3C[C@@H](C2)c2cccc(=O)n2C3)c(=O)oc2c(C)c(O)ccc12 | -0.4 | 0.8 | -3.6 | 2 | -1.0 | 11 | 4 | + | 5.4
Oc1cc2ccccc2cc1-c1nnc2n1-c1ccccc1SC2 | 1.1 | 0.0 | -2.9 | 1 | 1.9 | -5 | -9 | -1 | 0.7
O=C(COc1ccc(Br)cc1)OCC(=O)N1CCOCC1 | -0.9 | -0.3 | -1.4 | -3 | -4.0 | 8 | -5 | 2 | 2.7
COc1ccc(CCNC(=O)CSc2nc3ncccc3[nH]2)c(OC)c1 | -0.5 | 9.7 | -5.6 | 5 | -0.8 | 3 | 16 | -2 | 1.2
COc1ccccc1N1CCN(S(=O)(=O)c2cccc3nsnc23)CC1 | -1.4 | 0.1 | -2.6 | 0 | 1.2 | 15 | -3 | -1 | 4.3
COc1cccc(C(C(=O)NCc2ccco2)N(C(=O)Cn2nnc3ccccc32)C2CC2)c1OC (configuration not stated) | -1.1 | -0.6 | 1.3 | -3 | 3.1 | 0 | 1 | 11 | 0.6
CC(C)c1nc2oc3ccccc3c(=O)c2c(=O)n1-c1ccccc1 | 0.5 | 6.0 | -1.7 | -17 | -2.3 | -4 | 4 | 0 | -1.6
Cn1ccnc1SCC(=O)Nc1ccc(Cl)cn1 | 0.6 | 0.3 | 0.0 | 0 | nt | -5 | -2 | -1 | -1.3
O=C(Nc1ccc(Br)cc1)c1cnccn1 | -1.9 | 0.6 | 0.3 | 3 | 1.4 | -2 | -14 | -1 | -3.1
CSCCC(NC(=O)c1ccccc1)C(=O)Nc1ccncc1 (configuration not stated) | -0.4 | 0.2 | -2.8 | 3 | -2.3 | 5 | 3 | 3 | -1.9
CCOC(=O)N1CCN(C(=O)CSc2nnc(-c3cccc(OC)c3)o2)CC1 | -1.0 | 1.7 | -0.6 | -4 | -2.4 | 1 | ? | 2 | 0.5
Cc1cc(C)cc(N=c2c([N+](=O)[O-])nn(-c3ccc(Cl)cc3)n2O)c1 | 1.3 | 0.5 | 0.1 | -9 | -1.7 | 15 | 0 | -2 | 0.0
CCOc1ccc(S(=O)(=O)Nc2cccc(N(C)S(C)(=O)=O)c2)cc1 | 0.0 | -0.2 | 1.3 | -3 | 1.4 | 4 | -12 | 1 | 1.7
Cc1ccc(C(=O)CSc2nnc(-c3ccccc3N)n2C)cc1 | -0.5 | -0.4 | -3.2 | -1 | 0.0 | -2 | -13 | 3 | 0.5
COCc1cc(N2CCOCC2)nc(SCc2ccc(Cl)cc2)n1 | 8.0 | -0.3 | -3.8 | 0 | nt | -1 | -3 | -2 | 2.8
Cc1cc(=O)oc(C)c1C(=O)Nc1cccc2nonc12 | -1.9 | -0.4 | 0.9 | -3 | nt | 7 | -16 | 0 | -1.6
CCCCN1C(=N)N([C@@H](CCC)CN2CCC[C@H]2CN2C(N)=NC[C@H]2CC(C)C)C[C@H]1Cc1ccccc1 | 0.9 | -0.1 | 0.6 | 8 | -0.7 | -5 | -8 | 4 | nt
O=C(NCc1ccco1)C12CC3CC(CC(C3)C1)C2 | -0.2 | -1.3 | 0.5 | -5 | 0.0 | -5 | -1 | 1 | 4.4
Cc1cccc(N(Cc2cc3ccc(C)cc3[nH]c2=O)S(=O)(=O)c2ccccc2)c1 | 4.3 | -1.3 | -4.3 | 0 | 8.0 | 11 | -1 | 1 | 0.3
Cc1noc(C)c1S(=O)(=O)N1CCCCC1 | 2.9 | ? | -0.9 | -6 | -0.6 | 7 | -8 | 3 | 1.8
Cc1nn(Cc2ccccc2)c(C)c1NC(=O)CSc1nc(C2CC2)nc2c1cnn2-c1ccccc1 | -0.5 | 0.6 | -4.3 | 0 | -1.6 | -8 | -1 | -4 | ?
COc1cc(Nc2ccccc2Cl)c([N+](=O)[O-])nc1[N+](=O)[O-] | -0.3 | -0.3 | -0.4 | -8 | -0.6 | 26 | -4 | -4 | -1.6
COc1ccccc1C1/C(=C(/O)c2ccccc2)C(=O)C(=O)N1CC(C)O (configuration not stated) | 7.1 | -0.4 | 10* | 0 | 1.2 | 12 | -1 | 5 | -0.6
COc1ccccc1N(CC1CO1)S(=O)(=O)c1ccccc1 (configuration not stated) | -0.2 | 1.2 | -0.9 | 2 | -0.2 | 7 | 5 | 3 | -0.4
Cc1ccc2c(COC(=O)CNC(=O)c3ccco3)cc(=O)oc2c1C | 0.7 | 0.1 | nt | -2 | -1.1 | 10 | -1 | 1 | nt
O=C(Oc1ccccc1)c1ccc(COC(=O)c2cnccn2)cc1 | -1.6 | -0.1 | -0.6 | 0 | 0.6 | 5 | -9 | -1 | -0.1
COC(=O)c1cc(OC)c(OC)cc1NC(=O)c1csc(C)c1 | -0.6 | 2.0 | -0.8 | -1 | 0.1 | -2 | -2 | 4 | 0.0
CC1C(=O)N(Cc2cn(CCC3OCCCO3)nn2)CCS(=O)(=O)N1Cc1ccc(-c2ccc(Cl)c(Cl)c2)cc1 (configuration not stated) | nt | -0.5 | -9.0 | -2 | -2.7 | 2 | -8 | -1 | nt
CC1(c2ccccc2)NC(=O)N(CC(=O)Nc2ccc(S(=O)(=O)Nc3ncccn3)cc2)C1=O (configuration not stated) | -0.8 | -5.2 | -0.3 | ? | -0.3 | -3 | 2 | 25 | 3.6
N#Cc1c2c(c(=S)n(-c3ccccc3)c1N)CCCC2 | 1.1 | 0.8 | 2.0 | -6 | 3.6 | 15 | 1 | 4 | 1.4
CC(=O)Nc1cc(-c2cccc(NS(C)(=O)=O)c2)cn2c(-c3cccc(C(F)(F)F)c3)cnc12 | nt | 0.4 | -5.3 | -4 | -0.1 | 7 | 0 | 2 | nt
ClCCN(CCCl)c1ccc(-n2cnc3c(Cl)ncnc32)cc1 | 1.2 | 0.4 | -6.5 | -1 | -0.2 | 2 | -10 | -5 | nt
CC(C)c1ccc(NC2CCCN(C(=O)c3ccc(Cn4cnnn4)cc3)C2)cc1 (configuration not stated) | -0.6 | -2.2 | -1.2 | 4 | 0.9 | 0 | -10 | -1 | -0.3
Cc1ccc(-c2ccc(/C=N/NC(=O)Cc3nnc(N)s3)o2)cc1Cl | 0.1 | -0.2 | -7.9 | -10 | 0.2 | 29 | -7 | 2 | -0.1
CC1CC2=C(C(=O)O1)C(c1ccc(Cl)cc1)Nc1ccccc1N2 (configuration not stated) | 7.5 | 1.7 | 0.2 | -1 | nt | 18 | 22 | 3 | 3.0
COc1cccc(-c2ccc(NC(=O)C3CCCN(Cc4cnc(C)n4C)C3)cc2)c1 (configuration not stated) | -0.1 | -3.2 | -6.3 | 0 | -0.1 | -4 | -2 | -1 | -0.3
CCn1c(=O)c2c(nc(SCC(=O)Nc3ccccc3)n2C)n(C)c1=O | -0.4 | -2.9 | -2.3 | -12 | -1.0 | 2 | 0 | -5 | -1.8
O=C(O)C1CC=CCC1C(=O)Nc1cccc(Cl)c1 (configuration not stated) | 0.1 | 0.4 | -2.0 | 2 | 0.1 | 8 | 0 | -1 | 1.1
COc1ccc(-c2nn(-c3ccccc3)cc2C(=O)NC(=S)N2CCOCC2)cc1OC | -2.1 | -0.3 | -1.5 | -7 | -0.3 | 8 | -9 | 0 | -3.3
COc1ccc(CCCC(=O)NCC(=O)N/N=C/c2cc(Cl)ccc2OC)cc1 | -1.7 | -2.3 | -4.3 | -2 | -1.8 | 3 | -13 | 6 | nt
Cc1[nH]ncc1-c1ccccc1Cl | -1.0 | -0.4 | -3.0 | -3 | -2.2 | 3 | ? | -1 | 1.7
Cc1ccc(CNC(=O)C2CCCN2C(=O)Nc2ccc(F)cc2)cc1 (configuration not stated) | -1.2 | -0.7 | -2.6 | -5 | -0.7 | -7 | 4 | 0 | 0.2
O=[N+]([O-])c1ccc(Sc2nnnn2-c2ccccc2)c(Cl)c1 | 0.8 | 1.2 | 0.4 | -2 | 2.9 | -2 | 4 | 1 | -0.6

The final 5 entries of the section above are carried over, then new ones follow.
SMILES | PfHsp40 yeast | BoNT-A LC inh2 | FadD28 binding | Anthrax LF inh2 | BioA inh | GDH-TPI inh | BoNT F protease | FBA Mtb inh | UGM FP inh
COc1ccc(-c2nn(-c3ccccc3)cc2C(=O)NC(=S)N2CCOCC2)cc1OC | -2.1 | -0.3 | -1.5 | -7 | -0.3 | 8 | -9 | 0 | -3.3
COc1ccc(CCCC(=O)NCC(=O)N/N=C/c2cc(Cl)ccc2OC)cc1 | -1.7 | -2.3 | -4.3 | -2 | -1.8 | 3 | -13 | 6 | nt
Cc1[nH]ncc1-c1ccccc1Cl | -1.0 | -0.4 | -3.0 | -3 | -2.2 | 3 | ? | -1 | 1.7
Cc1ccc(CNC(=O)C2CCCN2C(=O)Nc2ccc(F)cc2)cc1 (configuration not stated) | -1.2 | -0.7 | -2.6 | -5 | -0.7 | -7 | 4 | 0 | 0.2
O=[N+]([O-])c1ccc(Sc2nnnn2-c2ccccc2)c(Cl)c1 | 0.8 | 1.2 | 0.4 | -2 | 2.9 | -2 | 4 | 1 | -0.6
Cc1ccc(N=C2SCCCN2C(=O)c2ccco2)cc1Cl | 15 | -0.6 | 0.0 | -3 | 0.4 | 5 | -9 | 3 | -2.2
CCCNC(=O)C1(C)CCN(C(=O)c2sccc2C)C1 (configuration not stated) | nt | 0.4 | -0.4 | 5 | 0.6 | 11 | -2 | -1 | nt
Cc1sc2nc(SCc3nc(-c4cccs4)no3)n(-c3ccccc3)c(=O)c2c1C | 0.1 | 0.1 | 1.8 | -1 | -0.5 | -2 | 14 | 5 | 1.0
O=S(=O)(Cc1ccccc1)C1CCCCC1O (configuration not stated) | 0.8 | -0.4 | -3.1 | -4 | nt | 2 | 3 | -1 | -0.9
O=C(CSc1nnc(NC(=O)c2ccccc2Cl)s1)NC1CC1 | 0.0 | 0.1 | -1.1 | 1 | -0.1 | 2 | -3 | 2 | 2.2
CCN(CC)S(=O)(=O)c1cccc(C(=O)N[C@H](C(=O)NNC(=O)c2ccccc2)C(C)C)c1 | -0.6 | -0.4 | -0.2 | -8 | 1.6 | -2 | 2 | 1 | -2.3
NC(=O)CSc1nc2cc(Cl)ccc2c(=O)n1C1CCCCC1 | 0.8 | 2.0 | -2.3 | 8 | -0.2 | 2 | 12 | 1 | 2.1
CCC(C)C(=O)OC1CCC=C2C=CC(C)C(CCC3CC(O)CC(=O)O3)C21 (configuration not stated) | -0.7 | -0.4 | -0.4 | 4 | nt | 3 | -5 | 5 | nt
CC(=O)c1cccc(NC(=S)NC(=O)c2cccc(Cl)c2)c1 | 7.1 | -0.1 | -0.9 | 0 | nt | -7 | -8 | 1 | 4.4
Cc1ccc(NC(=O)C2COc3ccccc3O2)cc1 (configuration not stated) | 2.3 | 2.7 | -1.3 | -1 | 1.4 | -1 | 18 | 0 | 1.0
COc1ccc(NC(=S)N2CCOCC2)c(OC)c1 | -0.1 | 0.2 | 2.6 | 0 | nt | -6 | 1 | 6 | 0.7
Cc1ccc(C(=O)n2nnc3ccccc32)cc1[N+](=O)[O-] | -0.5 | 0.0 | -0.2 | 3 | -0.3 | 3 | -5 | 5 | -1.5
CCCNC(=O)c1ccc(-c2nn(C)c(=O)c3ccccc23)cc1 | -0.9 | 3.9 | 1.2 | -1 | 0.1 | 1 | ? | 1 | 2.1
COc1cccc(-n2cnc3sc(-c4ccccc4)cc3c2=O)c1 | -0.9 | 0.4 | -1.4 | -5 | -2.0 | 3 | 0 | -1 | 2.5
CCCCc1c(O)nc2sccn2c1=O | -1.1 | 0.2 | -3.2 | 2 | -2.1 | 8 | 7 | 3 | -1.7

Compounds were not picked by outcome; 4.7% or so of the library scored in one or more.
